Compound activity: PubChem, National Center for Advancing Translational Sciences (NCATS)
NPSR antag: neuropeptide S receptor (human) antagonism, cAMP | CHO-NPSR cells, cAMP TR-FRET, antagonist mode | 220,000 compounds, 1% hits | Potency, µM (doses to about 38.3 µM), inactives show at the highest dose activity change, negative = inhibition, hits mostly inhibitors; further: on the % scale 0 is the no-effect control and ±100 the full control effect; nearly all actives have a fitted effect of over 50% in size; many of its hits are not listed in these tables
Target sequence (Q6W5P4 whole entry, looked up): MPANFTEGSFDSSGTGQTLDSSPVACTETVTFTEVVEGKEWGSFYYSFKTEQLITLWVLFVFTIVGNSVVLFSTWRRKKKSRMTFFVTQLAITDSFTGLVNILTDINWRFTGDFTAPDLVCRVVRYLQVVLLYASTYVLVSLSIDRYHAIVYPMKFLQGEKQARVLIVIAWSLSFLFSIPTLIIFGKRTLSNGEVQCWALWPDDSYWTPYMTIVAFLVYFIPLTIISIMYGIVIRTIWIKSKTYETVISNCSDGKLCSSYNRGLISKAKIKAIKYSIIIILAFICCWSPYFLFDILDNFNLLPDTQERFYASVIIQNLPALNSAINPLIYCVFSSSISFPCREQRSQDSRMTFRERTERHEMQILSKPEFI
GAA glycogen: GAA glycogen-cleavage inhibition or activation; recombinant GAA, glycogen substrate, Amplex Red glucose oxidase fluorescence; P10253; Potency, µM (titrated, usually from 76.4 µM), for the others: at the highest dose activity change, negative = inhibition, actives largely listed as inhibitors; 300,000 compounds, 0.38% hits;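 further: 0% = full enzyme reaction and -100% = no-enzyme basal signal; the screen sought inhibitors and activators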
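Recombinant enzyme (4 nM final) with compounds titrated up to 77 uM and bovine liver glycogen (30 ug) in citrate pH 5.0, 0.01% Tween-20, 37 C 40 min. Released glucose detected by Amplex Red/glucose oxidase (Ex 573/Em 610); AC50 from Hill fits.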
Tau fluor cs: counter-screen for tau fibril formation inhibitors; Potency, µM (top dose mostly 57.7 µM), without a hit: top-dose activity change, negative = decrease; 280,000 compounds, 0.93% hits; tau K18 P301L (four-repeat tau fragment) Alexa594 fluorescence, heparin fibrillization; further: on the % scale 0 is the no-effect control and ±100 the full control effect; nearly all actives have a fitted effect of over 55% in size
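Human K18 P301L tau (15 uM unlabeled plus 0.24 uM Alexa 594-labeled, final) in 100 mM sodium acetate pH 7 was mixed with compound and 20 uM heparin and incubated 6 hr at 37 C.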
aGlu spleen mod: lysosomal alpha-glucosidase (human) modulation. P10253. human spleen homogenate, 4-MU-alpha-glucoside fluorescence. Potency, µM (series often up to 79.9 µM), for the others: at the highest dose activity change, negative = inhibition, actives largely listed as inhibitors. 240,000 compounds, 0.006% hits. AID 2112;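 further: 0% = enzyme with vehicle and -100% = no enzyme basal signal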
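Enzyme source: human spleen homogenate, 1 ug/well. Buffer 50 mM citric acid/K phosphate pH 5.0, 0.01% Tween-20. 4-MU-alpha-glucoside 1 mM; 37 C x 40 min; NaOH/glycine stop; fluorescence.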
Epigenetic derep: derepresses silenced GFP reporter in murine cells | Potency, µM (top dose mostly 53.9 µM), for the others: at the top dose GFP activation, most hits filed as activators | AID 1865 | murine LDR cells, GFP reporter derepression, 30 h | 280,000 compounds, 0.2% hits; further: % of control where 0% means no effect; nearly all actives have a fitted effect of over 60% in size
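In this reporter-derepression format, murine cells bearing a silenced integrated CMV-GFP locus incubate with test compound (30 h, 37 C), then are washed and imaged; fluorescent objects of 20–120 um count as induced cells.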
ALDH1A1 inh: inhibitors of human aldehyde dehydrogenase 1A1 | 220,000 compounds, 7.3% hits | Potency, µM (titrated, usually from 75.3 µM), for inactives: at the top dose activity, negative = inhibition, hits mostly inhibitors | P00352 | Purified ALDH1A1, NADH fluorescence, propionaldehyde substrate; active means well fitted inhibition curve with a large enough effect, not every such curve was filed as active; inconclusive means small, poorly fitted or top-dose-only effect, or another doubt; inactive means no such curve, though single readings can be large or run the other way;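 further: plate controls were no enzyme wells and a reference inhibitor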
Target sequence (P00352 whole entry, looked up): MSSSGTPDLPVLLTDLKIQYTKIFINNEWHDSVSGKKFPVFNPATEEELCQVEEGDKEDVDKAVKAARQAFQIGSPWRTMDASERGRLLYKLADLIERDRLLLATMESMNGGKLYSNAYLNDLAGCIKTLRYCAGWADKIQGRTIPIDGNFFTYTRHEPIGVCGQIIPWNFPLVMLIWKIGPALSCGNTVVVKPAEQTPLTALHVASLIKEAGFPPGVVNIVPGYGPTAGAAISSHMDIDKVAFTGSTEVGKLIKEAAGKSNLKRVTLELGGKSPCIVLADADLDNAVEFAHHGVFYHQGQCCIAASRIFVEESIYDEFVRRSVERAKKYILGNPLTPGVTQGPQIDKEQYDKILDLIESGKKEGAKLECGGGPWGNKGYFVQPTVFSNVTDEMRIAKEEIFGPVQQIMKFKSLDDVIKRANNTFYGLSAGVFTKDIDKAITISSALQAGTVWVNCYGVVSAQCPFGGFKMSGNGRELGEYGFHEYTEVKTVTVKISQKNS
GLA spleen mod: inhibitors or activators of human alpha-galactosidase in spleen homogenate; 240,000 compounds, 0.008% hits; human spleen homogenate, 4MU-alpha-Gal fluorescence, 40 min; Potency, µM (series often up to 80 µM), for inactives: top-dose activity change, negative = inhibition, actives largely listed as inhibitors; P06280; AID 2107;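 further: 0% = enzyme with vehicle and -100% = no enzyme basal signal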
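Human spleen homogenate (1 ug) as enzyme source, 4-methylumbelliferyl-alpha-D-galactopyranoside 1 mM final, citrate/phosphate pH 5.0 with 0.01% Tween-20. Compounds 40 min at 37C, NaOH/glycine stop; fluorescence Ex 365/Em 440, Hill-fit AC50.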
GAA inhib: alpha-glucosidase (human) inhibition. purified human GAA, 4-MU-alpha-glucoside fluorescence. 200,000 compounds, 0.005% hits. Potency, µM (top dose mostly 76.9 µM), inactives show at the highest dose activity change, negative = inhibition, hits mostly inhibitors. AID 1466;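 further: plate controls were uninhibited enzyme wells for no effect and no-enzyme background for full effect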
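Activity normalized between no-enzyme (basal) and enzyme-only wells. Conditions: 4 nM human enzyme, 400 uM fluorogenic substrate, citrate/phosphate pH 5.0 with Tween-20, 20 min room temperature, compounds up to 77 uM.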
* = called active by the depositor; ? = inconclusive; . = no result given; & = joins results of further samples; [ ] = dose if it differs, or a comment. Unless noted, the call rests on the fitted dose curve; in most records, active means well fitted curve in the direction sought with a large enough effect; inconclusive means small, poorly fitted or top-dose-only effect, or another doubt; inactive means no such curve, though single readings can be large; an effect the other way counts as inactive or inconclusive. Potency means the concentration at half of the fitted maximal effect.

structure,NPSR antag,GAA glycogen,Tau fluor cs,aGlu spleen mod,Epigenetic derep,ALDH1A1 inh,GLA spleen mod,GAA inhib
O=S(=O)(NCC1CCCO1)c1ccc(Cl)nc1 (stereo unspecified),-17%,4%,-4%,-5%,0.4%,-5%,-8%,0%
CC(C)CCNC(=O)CCCn1c(=O)[nH]c2ccc(Br)cc2c1=O,-9%[46.1 µM],14%,-12%,-1%,0.2%,8%,3%,-1%
O=C(N/N=C/c1ccccc1O)c1cc(=O)[nH]c2ccccc12,9%,-2%,-2%,6%,0.0%,?,2%,8%
COc1cc2c(cc1OC)C(/C=C/c1ccco1)=NCC2,-42%,-2%,.,1%,0.0%,.,8%,.
Cc1ccc(NC(=O)Nc2ccccc2C(=O)NCc2ccccc2)cc1,-9%[46.1 µM],0%,-14%,3%,-0.2%,-2%,4%,5%
CC(C)OC(=O)NC(c1ccccc1)C(Cl)(Cl)Cl (stereo unspecified),-25%,7%,3%,-3%,0.0%,2%,-1%,-4%
COc1ccc(C(=O)O/N=C(\N)Cc2ccc(Cl)cc2)cc1OC,-6%[46.1 µM],5%,-7%,3%,-1.4%,6%,2%,-7%
Cc1cc(OCCOc2cccc3cccnc23)c(C)cc1Cl,?,?,-17%,-1%,-1.0%,?,11%,-9%
OCCN1CCN(C(=S)NCCc2ccccc2)CC1,7%[46.1 µM],1%,-5%,-3%,1.3%,5%,1%,12%
Cc1cc(C)cc(NC2=NCC(=O)N2Cc2ccccc2)c1,-7%[46.1 µM],4%,-6%,-18%,-1.5%,1%,-16%,0%
COc1ccc(/C=C/C(=O)O)cc1S(=O)(=O)NCC1CCCO1 (stereo unspecified),20%,3%,-4%,1%,0.0%,.,-1%,.
O=C(OCC(=O)N1CCCc2ccccc21)C1CCN(S(=O)(=O)c2cccs2)CC1,-10%[46.1 µM],-5%,-9%,-4%,-0.1%,-10%,-4%,-12%
COc1ccc(-c2nc(CS(=O)CC(=O)NCc3ccco3)c(C)o2)cc1 (stereo unspecified),-5%[46.1 µM],7%,-4%,-2%,-0.6%,?,2%,2%[15.4 µM]
CCCN(CCC)c1ccc(/C=N/NC(=O)CN2CCOCC2)cc1,8%,17%,-13%,-1%,3.0%,?,22%,?
OC(COc1cccc(OCC(O)CN2CCOCC2)c1)CN1CCOCC1 (stereo unspecified),-15%&-1%[46.1 µM],-14%&-18%,-11%&-4%,-6%&-10%,2.1%&0.0%,-12%&-3%,-7%&-2%,?
O=C(N/N=C/c1ccsc1)c1cc(-c2ccncc2)nc2ccccc12,15%,9%,-14%,-6%,-1.6%,-9%,-7%,1%
COc1ccc(-c2nnc(SCC(=O)c3ccc[nH]3)o2)cc1,-6%[46.1 µM],2%,-18%,0%,-3.2%,-2%,7%,-4%
Cn1c(N)c(C(=O)COC(=O)CNS(=O)(=O)c2ccc(Cl)c(Cl)c2)c(=O)n(C)c1=O,11%,3%,1%,-17%,0.0%,-2%,-12%,?
O=C(Nc1ccc2oc(-c3ccc(F)cc3)nc2c1)c1ccccc1F,-2%[46.1 µM],-3%,-8%,-21%,-0.2%,?,18%,-1%
CC1=C(C(=O)OC2CCCCCCC2)C(c2cc3c(cc2Br)OCO3)CC(=O)N1 (stereo unspecified),?,-9%,-18%,-4%,15%,?,-20%,?
Cc1n[nH]c(C)c1CCc1nc2c3ccccc3nc(SCC(=O)Nc3ccccc3F)n2n1,-12%[46.1 µM],7%,-19%,0%,-8.3%,4%,2%,-1%
CCc1nnc(SCc2ccc(CSc3nnc(CC)n3N)cc2)n1N,-1%[46.1 µM],0%,7%,-16%,-1.1%,-1%,-5%,-12%
Cc1ccc(NS(=O)(=O)c2ccc3[nH]c(=O)c(=O)[nH]c3c2)cc1Cl,5%,5%,0%,0%,-3.8%,-2%,6%,-3%
Cc1cccc(Nc2nc(N)nc(CN3CCC(C)CC3)n2)c1C,5%[46.1 µM],-5%,0%,-2%,-0.9%,2%,-8%,2%
COc1ccc(CCNC(=O)c2[nH]c(C)c(C(C)=O)c2C)cc1,-10%[46.1 µM],5%,-14%,-8%,-1.7%,13%,-4%,-3%

Arranged by length of the SMILES (largest number first): 3 of the compounds above.
structure,NPSR antag,GAA glycogen,Tau fluor cs,aGlu spleen mod,Epigenetic derep,ALDH1A1 inh,GLA spleen mod,GAA inhib
COc1ccc(CCNC(=O)c2[nH]c(C)c(C(C)=O)c2C)cc1,-10%[46.1 µM],5%,-14%,-8%,-1.7%,13%,-4%,-3%
COc1ccc(/C=C/C(=O)O)cc1S(=O)(=O)NCC1CCCO1 (stereo unspecified),20%,3%,-4%,1%,0.0%,.,-1%,.
COc1ccc(-c2nnc(SCC(=O)c3ccc[nH]3)o2)cc1,-6%[46.1 µM],2%,-18%,0%,-3.2%,-2%,7%,-4%

Continued:
structure,NPSR antag,GAA glycogen,Tau fluor cs,aGlu spleen mod,Epigenetic derep,ALDH1A1 inh,GLA spleen mod,GAA inhib
Cc1cc(C)c(NC(=O)C2CCCN2C(=O)NC2CCCCC2)c(C)c1 (stereo unspecified),4%[46.1 µM],4%,6%,-7%,-2.0%,1%,0%,4%
CC(C)Nc1nc(NC(C)C)nc(OCCOC(=O)c2ccccc2)n1,-20%,6%,-5%,-8%,-8.2%,5%,-19%,-4%
CCOc1ccc(/C=N/NC(=O)C(C)N(c2ccc(OC)cc2)S(C)(=O)=O)cc1OCC (stereo unspecified),18%,0%,-15%,-14%,2.3%,0%,1%,-2%
Nc1ccccc1Sc1ccc(C(=O)c2ccccc2C(=O)O)cc1[N+](=O)[O-],-5%,4%,-2%,0%,1.1%,-6%,-9%,-1%
COC(=O)c1cnn(-c2ccc(F)cc2F)c1/C=N/NC(N)=S,-16%,-5%,8%,-15%,0.0%,.,2%,.
O=C(Nc1nccs1)C(F)(F)C(F)(F)C(F)(F)C(=O)Nc1nccs1,-1%,5%,-23%,5%,1.0%,.,12%,.
NC(=O)C(Cc1ccccc1)N1C(=O)c2ccccc2C1=O (stereo unspecified),10%,4%,2%,1%,-0.3%,18%,0%,-2%
Cn1c(SCc2ccc(C#N)cc2)nnc1-c1cccc(Cl)c1,-3%[46.1 µM],2%,-10%,-7%,0.0%,-6%,1%,-2%
COc1cc(NS(=O)(=O)c2ccc(N)cc2)ncn1,10%,-3%,-5%&-5%,5%,-2.5%,-2%,0%,0%
O=C(NC1CCCCCCC1)c1ccco1,1%[46.1 µM],1%,-2%,-3%,0.0%,?,2%,-3%
CCOC(=O)CNC1CC(=O)N(c2cccc(Cl)c2)C1=O (stereo unspecified),-21%[46.1 µM],4%,-7%,2%,1.8%,18µM*,6%,-12%
CCOC(=O)C1CCN(C(=O)COc2ccc(Br)cc2Br)CC1,-36%,1%,-3%,-4%,-12%,-7%,-2%,8%
COC(=O)c1ccc(S(=O)(=O)N2CCCCCC2)cc1,-8%[46.1 µM],2%,2%,4%,0.0%,6%,?,-1%
CCCCn1c(C)csc1=Nc1cccnc1,10%,11%,-5%,8%,-1.8%,0%,-3%,-8%
C/C(CC(=O)Nc1ccc(Cl)c(Cl)c1)=N\NC(=O)C(=O)N1CCCCC1,-5%,-19%,-17%,-3%,0.1%,0%,2%,6%
Cc1cccc(CC(=O)NCCn2c(C)cc3ccccc32)c1,-11%,16%,9%,2%,0.9%,?,0%,-10%
O=C(CSc1nnc(-c2ccccc2)o1)c1ccc2c(c1)OCCO2,3%[7.67 µM],1%,-16%,1%,1.2%,3.2µM*,-2%,4%
COc1cc(OC)c(C(=O)NCC(c2cccs2)N(C)C)cc1OC (stereo unspecified),1%,2%,4%,9%,2.6%,5%,2%,-6%
Cc1ccc(NC(=O)CSc2nc3ccccc3c(=O)n2CCCC(=O)N2CCCC2)cc1,-22%[46.1 µM],11%,-12%,-4%,-2.4%,?,-14%,8%
CC[C@]1(O)CC2CN(CCc3c([nH]c4ccccc34)[C@@](C(=O)OC)(c3cc4c(cc3OC)N(C=O)[C@H]3[C@@](O)(C(=O)OC)[C@H](OC(C)=O)[C@]5(CC)C=CCN6CC[C@]43[C@@H]65)C2)C1 (stereo partly specified),26%,?,-8%,14%,6.0%,.,1%,0%[15.4 µM]
Cc1ccc(C)c(NS(=O)(=O)c2cc(C(=O)Nc3ccccc3-c3ccccc3)ccc2C)c1,?,-9%,-23%,-12%,-0.4%,?,2%,-39%
CCCn1nc(C(=O)Nc2nnc(CC)s2)c2ccccc2c1=O,-16%,19%,7%,-5%,-0.2%,0%,-5%,6%
COC(=O)Cc1cc(OC)c(OC)cc1Cc1cc(OC)c(OC)cc1CC(=O)OC,-6%[46.1 µM],1%,-7%,-14%,-2.2%,17%,3%,0%
CCOC(=O)c1sc(/S(C)=N\S(=O)(=O)c2cccc(Cl)c2)c2c1CCC=C2 (stereo unspecified),-10%,-1%,-8%,-1%,1.1%,.,2%,.
COc1ccc(CCNC(=O)CSc2nc(-c3ccco3)cc(C(F)(F)F)n2)cc1,-22%[46.1 µM],9%,-3%,-4%,0.7%,-10%,-4%,-5%

(further entries)
structure,NPSR antag,GAA glycogen,Tau fluor cs,aGlu spleen mod,Epigenetic derep,ALDH1A1 inh,GLA spleen mod,GAA inhib
C=C(C)CSc1ncc(-c2cccc(C(F)(F)F)c2)cn1,-10%[46.1 µM],-5%,-16%,-1%,-0.9%,?,2%,0%
COC(=O)C1=C(COc2ccc(F)cc2)NC(=O)NC1c1ccc(C)cc1C (stereo unspecified),-14%[46.1 µM],12%,-6%,-1%,0.0%,-5%,-3%,-4%
O=C(c1ccc2ccccc2c1)N1CCN(S(=O)(=O)/C=C/c2ccccc2)CC1,-17%,3%,-7%,-17%,-1.2%,?,2%,-6%
COc1ccccc1/C=C(/NC(=O)c1ccc(Cl)cc1Cl)C(=O)O,3%,-5%,2%,-1%,2.6%[10.1 µM],5%,11%,?
COc1ccccc1/C=C/CN1CCCC(CCC(=O)NCc2ccccc2F)C1 (stereo unspecified),7%,17%,-4%,-1%,0.5%,?,-5%,0%

This is a subset; rates above refer to the full screens.
